Compound activity deposited in PubChem by several laboratories.
STAT3 blocker: IL-6 driven STAT3 reporter inhibitors, primary screen, U3A cells, luciferase, luminescence, MLSCN library | IL-6 STAT3-luciferase reporter; host cell line lacks STAT1 | inhibition, % at 5.5 µM | hit rate 0.89% among 190,000 | AID 862, 2007;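 active = inhibition above the mean inhibition across all screened compounds plus 3 SD, cut at about 44% in these data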;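 also: 0% = DMSO only wells and 100% = 100 µM nifuroxazide control wells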
TR-FRET SRC-2 ct: TR-FRET signal artefacts, primary screen, artefact control for PPARgamma SRC-2 agonist project, biochemical; TR-FRET artefact counter-screen; hits give high values; AID 1049, 2008; TR-FRET ratio at 8 µM; hit rate 0.4% among 200,000; in the data active = TR-FRET ratio above about 2000; also: inactives centre near 1500
STAT1 inh: STAT1 signaling inhibitors, primary screen, cell-based, HTS, luciferase reporter | hit rate 0.35% among 200,000 | inhibition, % at 5.5 µM | NIH 3T3 STAT1-luciferase reporter, IFN-gamma, luminescence;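 active = inhibition above a set limit, the mean inhibition across all tested compounds plus 3 SD, cut at about 34% in these data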;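 also: 0% = IFN-gamma with DMSO and 100% = IFN-gamma with 300 µM nifuroxazide; values of inactives mirror those of a sister screen read the other way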
PPARg SRC2 recr: agonists of PPARg-SRC-2 recruitment, primary screen, biochemical, HTS; hit rate 0.34% among 200,000; Peroxisome proliferator-activated receptor gamma (Homo sapiens), P37231; PPARgamma LBD-SRC-2 recruitment; activation, % at 8 µM; in the data active = activation above about 22%;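 also: 0% = vehicle and 100% = reference agonist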
Target sequence (P37231 whole entry, looked up, the tested form may be a part): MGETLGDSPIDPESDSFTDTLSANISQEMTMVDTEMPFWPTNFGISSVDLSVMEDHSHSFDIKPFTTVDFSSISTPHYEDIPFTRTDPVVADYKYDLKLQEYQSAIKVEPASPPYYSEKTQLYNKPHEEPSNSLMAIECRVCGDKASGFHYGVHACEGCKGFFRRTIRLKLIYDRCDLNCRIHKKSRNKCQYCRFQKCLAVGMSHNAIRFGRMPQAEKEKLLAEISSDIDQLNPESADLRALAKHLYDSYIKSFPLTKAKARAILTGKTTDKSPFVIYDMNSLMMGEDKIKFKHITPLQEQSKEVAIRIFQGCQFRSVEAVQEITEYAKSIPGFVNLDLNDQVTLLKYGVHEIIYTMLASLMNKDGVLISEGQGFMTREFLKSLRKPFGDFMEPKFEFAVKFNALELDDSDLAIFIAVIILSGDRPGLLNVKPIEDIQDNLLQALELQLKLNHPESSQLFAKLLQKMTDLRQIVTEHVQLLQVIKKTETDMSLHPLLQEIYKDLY
PPARg SRC-1 ag: PPARgamma agonists recruiting SRC-1 coactivator, primary screen, biochemical; hit rate 0.41% among 200,000; Peroxisome proliferator-activated receptor gamma (Homo sapiens), P37231; PPARgamma-SRC-1 coactivator recruitment biochemical assay; activation, % at 8 µM; in the data active = activation above about 19%;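 also: 0% = DMSO and 100% = reference agonist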
PPARg SRC3 recr: PPARgamma agonists recruiting SRC-3 coactivator, primary screen, biochemical; biochemical PPARgamma/SRC-3 coactivator recruitment assay; activation, % at 8 µM; hit rate 0.26% among 200,000; AID 731, 2007; in the data active = activation above about 23%;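 also: 0% = DMSO and 100% = reference agonist; some compounds past the cut are filed as inactive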
ROMK primary: ROMK potassium channel modulators, primary screen, cell-based, thallium flux, MLSMR library; ATP-sensitive inward rectifier potassium channel 1 (Homo sapiens), P48048; Tet-inducible ROMK, thallium flux fluorescence; actives lie on both sides; B-score at 10 µM; hit rate 2% among 130,000; AID 1918, 2009;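 active = signal ratio slope over the read window, or its plate-corrected B-score, at least 3 SD from the plate mean, either direction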;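 also: B-score of the F/F0 ratio slope over 7 to 12 s after thallium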
Target sequence (P48048 whole entry, looked up): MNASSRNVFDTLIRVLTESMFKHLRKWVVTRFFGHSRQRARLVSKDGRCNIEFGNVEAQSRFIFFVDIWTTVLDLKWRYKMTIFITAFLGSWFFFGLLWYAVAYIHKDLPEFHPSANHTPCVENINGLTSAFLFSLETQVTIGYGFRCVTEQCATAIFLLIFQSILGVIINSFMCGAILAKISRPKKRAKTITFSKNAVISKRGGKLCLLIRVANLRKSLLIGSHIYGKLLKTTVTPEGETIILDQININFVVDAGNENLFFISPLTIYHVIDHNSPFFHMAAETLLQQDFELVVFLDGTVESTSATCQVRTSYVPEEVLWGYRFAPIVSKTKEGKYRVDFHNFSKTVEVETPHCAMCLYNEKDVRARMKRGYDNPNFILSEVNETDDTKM
S1P3 antag: S1P3 receptor antagonists, primary screen, cell-based. inhibition, % at 4.98 µM. CHO S1P3 NFAT-BLA reporter, FRET fluorescence, antagonist mode. AID 485, 2006. hit rate 0.27% among 170,000. Sphingosine 1-phosphate receptor 3 (Homo sapiens), Q99500;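 active = inhibition above the plate cutoff, the mean inhibition of test wells on that plate plus 3 SD, cut at about 28% in these data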;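 also: cells challenged with S1P at its EC80 of 0.8 µM; blue over green emission ratio from cleaved BLA substrate after 4 h stimulation; 0% = S1P-stimulated wells and 100% = unstimulated DMSO-only wells; some compounds past the cut are filed as inactive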
STAT3 activator: IL-6 driven STAT3 reporter potentiators, primary screen, U3A cells, luciferase, luminescence, MLSCN library. IL-6 STAT3-luciferase reporter; 100% = signal with IL-6 EC80 alone. activation (% of control), % at 5.6 µM. hit rate 0.91% among 190,000. AID 871, 2007;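 active = activation above the screen-wide mean of compound activation plus 3 SD, cut at about 130% in these data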;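 also: 0% = background luminescence of wells with medium and substrate only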
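Detection: reporter luminescence signal / Assay system: STAT1-lacking human U3A cells, STAT3 luciferase reporter / Incubation: compound pre-incubation 1 h before IL-6, then 6 h stimulation at 37 °C / Control set: IL-6-only high control / Read-out: % activation relative to IL-6 control / Probe or stimulus: Interleukin-6, 33 ng/mL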
RAM network inh: inhibitors of the yeast RAM network, primary screen, dse1pr::URA3 reporter, 5-FOA selection | S. cerevisiae dse1pr::URA3 reporter, 5-FOA growth OD615, 2 d; analog-sensitive cbk1-as2 kinase mutant strain | inhibition, % at 50 µM | hit rate 1.8% among 190,000;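 active = inhibition above a set limit, 3 SD over mean compound inhibition, cut at about 8.4% in these data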;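 also: 0% = DMSO-only wells with no growth and 100% = 10 µM 1-NA-PP1 full growth; inhibition rescues growth on 5-FOA so higher OD means more RAM inhibition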
TLR4-MyD88 BLA: inhibitors of TLR4-MyD88 association in cells, primary screen, cell-based, HeLa CL3-4, BLA complementation, FRET ratio | AID 861, 2007 | inhibition, % at 8.4 µM | HeLa CL3-4 TLR4/MyD88 BLA complementation | hit rate 0.18% among 200,000 | Toll-like receptor 4 (Homo sapiens) + Myeloid differentiation primary response protein …; in the data active = inhibition above about 25%;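 also: 0% = vehicle and 100% = reference inhibitor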
* hit, by the source's call; · = no result given.

SMILES	STAT3 blocker	TR-FRET SRC-2 ct	STAT1 inh	PPARg SRC2 recr	PPARg SRC-1 ag	PPARg SRC3 recr	ROMK primary	S1P3 antag	STAT3 activator	RAM network inh	TLR4-MyD88 BLA
Cc1ccc(S(=O)(=O)N(CC(=O)Nc2cccc(N(C)S(C)(=O)=O)c2)c2ccc(Cl)c(Cl)c2)cc1	-5.0	1836	1.6	11.2	2.4	7.5	·	·	113.7	5.9	-4.5
COc1ccc(/C=C/C(=O)NC(=S)NCCc2ccc(OC)c(OC)c2)cc1	6.7	1539	11.2	5.8	3.2	4.3	0.266	·	100.3	1.6	2.2
OCCN1CCN(c2ncnc3nc[nH]c23)CC1	0.2	1611	-1.4	6.6	8.4	5.7	·	-20.2	99.9	1.3	12.6
CN(C(=O)CCN1C(=O)c2ccccc2C1=O)C1CCCCC1	25.1	1507	2.8	8.3	1.5	9.6	0.944	·	82.8	0.8	1.4
CCC(=O)NC(=S)Nc1ccc(S(=O)(=O)NC(C)C)cc1	6.3	1661	-7.7	6.1	-1.2	8.5	0.583	·	98.8	0.9	5.8
COc1ccc(S(=O)(=O)N(Cc2ccccc2)Cc2nc(-c3ccccc3)no2)cc1	3.1	1448	1.0	0.8	-2.3	-9.9	·	10.2	102.5	11.5*	-0.9
CC1=NN(c2cccc(Cl)c2)C(=O)C12CC(C)=C(C)CS2 (stereo unspecified)	-7.9	1234	3.8	-3.2	3.8	-12.8	-2.26	·	103.9	2.5	2.1
O=C1NCCN(Cc2ccc(Cl)c(F)c2)C1CC(=O)N1CCc2ccccc2C1 (stereo unspecified)	-1.4	1459	-3.6	-3.0	-1.1	-0.6	0.00238	-16.1	103.3	1.7	3.5
O=C(CCc1ccccc1)N1CCCN(C(=O)CCc2ccccc2)CC1	-10.3	1395	-1.8	1.5	2.0	3.6	0.111	-12.3	107.0	1.6	-0.6
COc1ccc(C(=O)Oc2ccc(C(C)=O)cc2)c(OC)c1	-3.1	1691	-17.6	-0.9	4.0	-6.3	-0.472	8.8	108.2	0.9	1.1
c1ccc2sc(NC3=NCN(C4CCCCCC4)CN3)nc2c1	32.2	1541	2.4	5.4	4.5	14.4	·	·	76.8	1.2	1.1
COc1cccc(/C=c2\s/c(=C/C(=O)c3ccc(C)cc3)[nH]c2=O)c1OC	10.0	1573	16.7	15.5	-2.3	2.7	·	-20.2	91.2	5.2	3.9
COc1ccc(OC)c(S(=O)(=O)N2CCC(C(=O)NCCc3ccccc3)CC2)c1	-3.6	1373	-8.4	-7.3	-9.7	-1.4	·	·	107.2	2.1	-3.7
COC(=O)c1c(-c2cccs2)csc1NC(=O)c1cccnc1	15.0	1582	-26.2	9.9	11.1	7.2	·	-8.4	90.4	1.9	17.1
CC1CN(S(=O)(=O)c2ccc(C(=O)Nc3nnc(-c4ccco4)o3)cc2)CC(C)O1 (stereo unspecified)	7.5	1618	0.5	9.4	6.3	-6.0	-0.398	3.8	100.8	1.6	-6.9
COc1ccc(N2C(=O)CC(N3CCN(S(=O)(=O)c4ccc(Cl)cc4)CC3)C2=O)cc1 (stereo unspecified)	-5.6	1535	-3.2	5.2	-3.4	2.0	-0.481	-10.4	105.8	3.2	2.5
Cc1nc(-c2ccccc2)sc1C(=O)O	3.2	1895	-22.1	14.0	6.8	6.4	0.529	-9.6	100.7	0.2	0.4
Cc1cc(Cl)c(S(=O)(=O)NCC2CCCO2)cc1OCC(=O)NC1CCCCC1 (stereo unspecified)	7.5	1518	4.1	5.6	6.8	0.2	-0.0504	·	94.0	-0.2	-22.7
Cc1ccc(S(=O)(=O)NC(C(=O)Oc2ccc3ccc(=O)oc3c2)c2ccccc2)cc1 (stereo unspecified)	-6.4	1627	-11.7	-4.5	-5.8	1.8	1.06	-14.8	105.7	1.0	-1.8
CCN1CCN(CC(=O)N2N=C(c3cccs3)CC2c2ccc(OC)cc2)C(=O)C1=O (stereo unspecified)	8.9	1530	-1.8	11.1	12.3	-0.1	-0.724	-11.2	93.9	2.7	-8.4
COc1ccc(Cl)cc1NC(=O)COC(=O)CCNC(C)=O	9.9	1611	1.8	10.6	8.6	-0.1	·	-7.6	97.0	-0.8	-14.2
CN1CCN(Cn2cc(/C=C/C(=O)c3ccccc3)c3ccccc32)CC1	16.1	1439	-34.0	0.7	-4.2	-5.0	0.362	·	90.9	-0.3	27.8*
N#C/C(=C\c1cccs1)C(=O)NCc1cccnc1	-7.3	1521	-1.1	7.2	7.5	1.1	-0.307	-12.6	103.8	0.1	-4.1
Cc1cc(Cl)ccc1NC(=O)CCCN1C(=O)CCC1=O	-0.4	1409	-4.2	3.1	1.2	11.2	·	·	101.6	0.4	-5.0
COc1cccc(CC(NC(C)=O)C(=O)NC2CCN(c3nc(C)cc(C)c3C#N)CC2)c1OC (stereo unspecified)	2.6	1485	4.6	-1.0	0.6	7.4	·	-11.8	99.5	-0.5	-9.2
COc1ccccc1N1CCN(C(=O)c2cc3cc(Br)ccc3oc2=O)CC1	4.3	1629	-4.6	-4.8	1.0	-1.2	·	-8.8	100.5	0.1	11.5
Cc1ccc(N2C(=O)CC(N3CCN/C3=C3\CC/C(=C\c4ccccc4)C3=O)C2=O)cc1 (stereo unspecified)	-2.5	1375	-3.0	-13.0	-2.2	2.7	1.15	-28.7	105.1	-0.4	-6.4
CC(NC(=O)c1ccccc1)C(=O)N/N=C/c1cccc([N+](=O)[O-])c1 (stereo unspecified)	8.6	1468	9.7	6.4	2.0	0.1	0.398	-5.5	93.9	1.3	-2.0
O=C(NC(=S)NCC1CCCO1)c1ccccc1F (stereo unspecified)	8.9	1710	-14.7	9.6	-3.0	1.4	-0.319	-9.7	97.4	0.0	3.3
Cc1nn(C)c(Sc2ccccc2N)c1[N+](=O)[O-]	-32.6	1604	22.0	-7.5	4.5	-0.5	-2.56	-1.6	129.0	4.3	-9.4
Cc1cccc(N2CCN(C(=O)C3CCN(S(=O)(=O)c4c(C)noc4C)CC3)CC2C)c1 (stereo unspecified)	0.9	1409	-1.0	9.1	-0.3	1.2	-0.592	25.6	100.6	1.4	6.2
Nc1c(N=Nc2ccccc2F)c(=O)[nH]n1-c1ccccc1	-3.8	1619	-38.6	8.7	16.8	20.2	·	·	104.2	4.5	-15.8
CC(=O)c1ccc(S(=O)(=O)Nc2cccc(-c3ccc4nncn4n3)c2)cc1	5.8	1615	7.2	-0.5	-1.0	0.9	0.0229	-10.4	101.2	1.7	-0.8
CC1CCc2c(sc3ncnc(NCCCOC(C)C)c23)C1 (stereo unspecified)	-1.2	1525	1.5	4.9	-1.0	-3.7	-1.57	·	101.2	-0.4	-5.8
CC(=NCCN1CCOCC1)C1=C(O)c2ccccc2C1=O	26.9	1710	9.4	4.4	1.6	-0.9	-0.242	-5.3	82.0	0.3	-1.6
Cc1ccc(C(=O)Nc2ccc(N3CCN(C)CC3)nc2)cc1	-5.2	1611	-15.1	8.4	0.4	5.6	0.204	-2.7	108.9	-0.3	9.2
CC(C)N(Cc1nccn1C)C(=O)CCc1nnc(CCCc2ccccc2)o1	-7.9	1611	-39.5	1.4	-4.9	-4.0	-0.0505	-6.2	112.3	1.6	-23.2
O=C(O)Cc1csc(Nc2cccc(Cl)c2)n1	4.0	1435	-5.8	-3.7	4.6	-1.9	0.28	4.9	96.0	0.5	0.2
CC1CN(C(=O)c2cccc(S(=O)(=O)N3CCOCC3)c2)CC(C)O1 (stereo unspecified)	9.1	1578	-5.3	0.7	3.2	-0.1	0.168	3.2	96.0	0.9	-2.6
COc1cccc(OCc2nnc(SC)n2C)c1	3.3	1239	-6.6	-1.5	6.0	0.8	·	-30.7	101.9	1.3	3.7
CCOC(=O)C1CCN(S(=O)(=O)Cc2ccc(Cl)cc2)CC1	12.4	1476	5.4	2.8	0.6	9.8	·	-9.4	93.1	5.0	5.2
CCC1C(=O)N=C(SCC(=O)Nc2nc3ccccc3s2)NC1=O (stereo unspecified)	-7.0	1477	-6.5	-6.7	-4.7	-4.5	-0.321	8.4	114.0	4.8	4.5
CCCc1cc(C(=O)Nc2nnc(C)s2)cs1	17.8	1565	-15.6	6.9	-0.9	2.5	·	-4.0	88.6	2.6	-16.9
Cc1ccc(NC(=O)Cn2c(O)c(N=NS(=O)(=O)c3ccc(C)cc3)c3ccccc32)cc1	12.7	1598	0.1	-5.0	-1.0	0.5	-0.332	2.9	91.5	0.2	-2.2
CCNC(=O)c1sc(=S)n(CC)c1N	5.4	1580	-4.8	6.4	-0.8	5.7	·	-8.3	104.0	0.5	-15.7
N#CCCCSc1nnnn1-c1cccc(Cl)c1	-2.7	1460	5.0	3.2	-2.2	7.8	0.357	0.4	104.6	1.8	4.1
Cc1ccc(CN2CCN(Cc3c[nH]c4ccccc34)CC2CCO)o1 (stereo unspecified)	-22.8	1553	-0.6	0.0	-1.1	-2.4	-0.137	-10.6	124.4	-0.3	0.0
O=c1[nH]ncc(N2CCCC2)c1Cl	-6.7	1404	-2.6	2.1	-3.1	0.2	1.1	-7.1	112.9	0.5	-4.0
COc1ccc(NC(=O)CCCn2cc([N+](=O)[O-])cn2)cc1	5.4	1635	-0.8	5.7	9.9	-2.9	-0.651	7.3	97.2	2.6	4.0
O=C(NCCCN1CCN(c2ccccc2F)CC1)C1CCC(=O)N1C1CCCC1 (stereo unspecified)	0.0	1336	-8.6	19.2	1.3	4.7	-0.518	-19.3	99.9	0.3	1.9
Cc1noc(C)c1S(=O)(=O)N1CCC(C(=O)NC2CCN(Cc3ccccc3)CC2)CC1	15.3	1481	1.4	-2.8	2.5	-4.9	-1.05	·	85.2	0.2	13.7
CC(c1ccccn1)N(CCN(C)C)C(=S)Nc1cccc(F)c1 (stereo unspecified)	2.0	1461	7.0	-0.3	3.2	4.0	-0.0323	·	103.5	2.2	-7.9
